Screening results from PubChem.
GC-A act = GC-A (human) enzyme activation; P16066; HEK293 GC-A cells, cGMP TR-FRET, EC30 ANP; 0% at EC30 ANP, 100% saturating ANP; activation, % at 10 µM; 370,000 tested, 0.14% active; in the data active means activation above about 40%
Target sequence (P16066 whole entry, looked up): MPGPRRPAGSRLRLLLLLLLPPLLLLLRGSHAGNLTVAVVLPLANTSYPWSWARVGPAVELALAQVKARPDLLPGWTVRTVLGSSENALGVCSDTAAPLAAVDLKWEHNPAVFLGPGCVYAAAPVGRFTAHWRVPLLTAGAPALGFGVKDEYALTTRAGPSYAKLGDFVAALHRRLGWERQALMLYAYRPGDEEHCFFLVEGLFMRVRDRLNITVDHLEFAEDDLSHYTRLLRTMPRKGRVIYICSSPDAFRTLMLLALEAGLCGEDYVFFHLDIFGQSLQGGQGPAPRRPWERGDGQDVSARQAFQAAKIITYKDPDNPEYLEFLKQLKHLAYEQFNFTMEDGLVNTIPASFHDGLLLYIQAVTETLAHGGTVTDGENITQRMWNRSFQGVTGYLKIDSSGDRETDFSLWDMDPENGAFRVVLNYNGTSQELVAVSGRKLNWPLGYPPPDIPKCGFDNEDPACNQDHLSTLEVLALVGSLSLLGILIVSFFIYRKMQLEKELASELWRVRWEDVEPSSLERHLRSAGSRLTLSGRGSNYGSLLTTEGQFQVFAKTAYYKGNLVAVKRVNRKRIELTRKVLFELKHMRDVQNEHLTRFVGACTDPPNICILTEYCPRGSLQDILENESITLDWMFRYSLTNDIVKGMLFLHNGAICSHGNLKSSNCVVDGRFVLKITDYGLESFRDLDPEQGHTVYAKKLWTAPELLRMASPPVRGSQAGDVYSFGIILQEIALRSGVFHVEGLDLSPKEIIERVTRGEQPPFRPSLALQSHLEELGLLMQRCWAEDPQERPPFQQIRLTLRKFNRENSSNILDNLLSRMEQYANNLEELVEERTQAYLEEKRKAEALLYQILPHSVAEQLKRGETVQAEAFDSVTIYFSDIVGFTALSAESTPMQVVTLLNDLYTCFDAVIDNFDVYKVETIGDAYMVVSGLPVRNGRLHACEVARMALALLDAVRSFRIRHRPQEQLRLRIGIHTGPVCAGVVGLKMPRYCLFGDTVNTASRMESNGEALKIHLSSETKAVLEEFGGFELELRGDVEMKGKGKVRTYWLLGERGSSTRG
hcDAF12 agonist = H. contortus DAF-12 activation, primary screen; activation, % at 6.8 µM; 370,000 tested, 1.4% active; AID 652067; HEK293 hcDAF-12 lit1-tk-luc reporter, luminescence; 0% DMSO, 100% Δ7-dafachronic acid;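 active means activation above the mean of all tested compounds plus 3 SD, cut at about 5.5% in these data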;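 further: 100% = response to 3 µM Δ7-dafachronic acid high control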
ssDAF12 agonist = activators of S. stercoralis DAF-12 nuclear receptor; HEK293 ssDAF-12/GRIP1 lit1-tk-luc reporter, luminescence; % of 3 µM dafachronic acid response; activation, % at 6.8 µM; 370,000 tested, 1% active; AID 652126;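 active means activation above the mean over all tested compounds plus 3 SD, cut at about 0.9% in these data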;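 further: 0% = DMSO-only wells and 100% = 3 µM delta7-dafachronic acid wells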
HGIII-sPLA2 inh = Blocks human group III sPLA2 activity | QFRET BODIPY PC-A2 liposome hydrolysis, fluorescence | inhibition, % at 12.2 µM | 370,000 tested, 0.56% active;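 active means inhibition above mean plus 3 SD of compounds lying within the high and low control bounds, cut at about 19% in these data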;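 further: 0% = median of test compound wells and 100% = no enzyme DMSO wells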
DAX1 inh-1 = DAX1 (NR0B1) inhibition, primary screen | AID 652010 | HEK293T StAR-luciferase reporter, SF-1/DAX-1 repression relief | inhibition, % at 6.8 µM | 370,000 tested, 1.1% active;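 active means inhibition above the mean over all tested compounds plus 3 SD, cut at about 3.6% in these data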;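 further: 0% = DAX-1 cells with DMSO and 100% = cells lacking DAX-1 with DMSO; higher inhibition means more luminescence from relief of DAX-1 repression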
FXN GAA850 act = activators of GAA850 frataxin (FXN) promoter. HEK293 lucGAA850 FXN promoter luciferase reporter, 24 h; percent of 10 µM SAHA response. activation, % at 6 µM. 360,000 tested, 0.56% active. AID 540364;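 active means activation above the average of all compounds screened plus 3 SD, cutoff fixed separately per campaign, cut at about 7.5% in these data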;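 further: 0% = DMSO wells and 100% = 10 µM SAHA wells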
GC-B act = GC-B (human) receptor activation; activation, % at 10 µM; P20594; HEK293-GC-B cells, CNP EC30, cGMP TR-FRET; 0% at EC30 CNP, 100% saturating CNP; 370,000 tested, 0.11% active; AID 1920062;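 active means activation at 10 µM reaching about 35% in either raw or pattern-adjusted values, limit read from the data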
hgDAF-12 ag = hgDAF-12 agonism, primary luciferase screen; HEK293 GAL4-hgDAF12 UAS-luciferase reporter, agonist luminescence; normalized to butyrate control; 370,000 tested, 1.8% active; activation, % at 6.8 µM;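 active means activation above a cutoff set at the mean of all screened compounds plus 3 SD, cut at about 10% in these data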;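 further: 0% = DMSO wells and 100% = sodium butyrate wells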
DAX1 inh-2 = NR0B1 (DAX1) inhibition; inhibition, % at 6.75 µM; P51843; AID 504766; HEK293 Gal4-DAX1 luciferase reporter, luminescence; 340,000 tested, 0.99% active;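 active means inhibition above the mean over all tested compounds plus 3 SD, cut at about 4.2% in these data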;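 further: 0% = DAX1-transfected cells with DMSO and 100% = empty-vector control cells with DMSO; inhibition shows as a rise in luminescence from relieved DAX1 repression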
proKLK7 act = activators of human kallikrein-7 zymogen; 370,000 tested, 0.9% active; AID 652039; purified proKLK7, EDANS-DABCYL substrate fluorescence; 100% is mature enzyme control, 0% vehicle; activation, % at 7 µM;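 active means activation above the mean of all tested compounds plus 3 SD, computed per campaign excluding outliers beyond control limits, cut at about 13% in these data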
SMARCA2 activ = activators of SMARCA2 function; 370,000 tested, 1% active; MG213 cells, MMTV-luciferase reporter, dexamethasone, overnight; activation, % at 9.1 µM; AID 652017; in the data active means activation above about 7.8%;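 further: 0% = vehicle wells and 100% = reference activator wells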
An asterisk follows results filed as active; x = no result given.

SMILES	GC-A act	hcDAF12 agonist	ssDAF12 agonist	HGIII-sPLA2 inh	DAX1 inh-1	FXN GAA850 act	GC-B act	hgDAF-12 ag	DAX1 inh-2	proKLK7 act	SMARCA2 activ
COCCn1c(SCC(=O)N2CCCC(C)C2)nnc1-c1ccco1 (stereo unspecified)	-5	0.9	-1.7	12	0.4	-0.7	4	0.0	-0.9	-0.2	-4
CN(Cc1ccccc1)C(=O)CN(C)S(=O)(=O)c1ccc(F)cc1	1	-0.1	-0.3	2	0.3	2.0	6	2.2	-0.5	-0.2	0
CC(C)c1ccc(OCC(=O)NCc2n[nH]c(=O)c3ccccc23)cc1	2	-0.7	0.4	4	-0.1	1.1	5	0.4	-1.2	-0.8	-2
COc1ccc(S(=O)(=O)N2CCN(C(=O)CNC(=O)c3ccc4c(c3)OCO4)CC2)cc1	0	-0.8	-0.8	-1	-0.3	1.0	1	1.6	0.6	0.7	-2
CSc1cccc(NC(=O)/C=C/c2cccc(Cl)c2)c1	11	1.9	-1.2	-14	2.2	1.3	0	8.4	1.2	-0.1	2
CNS(=O)(=O)c1cccc(C(=O)OCCCOC(=O)c2cccc(S(=O)(=O)NC)c2)c1	1	-1.4	-1.4	-7	-2.5	-1.3	-1	-1.3	0.6	-0.3	-3
CN(C(=O)COC(=O)c1ccc(S(=O)(=O)N2CCOCC2)cc1)C1CCCCC1	1	-1.1	-0.3	2	-0.1	0.8	1	-0.9	0.5	-0.1	-4
O=C(NCCCN1CCCC1=O)C(=O)NCC1OCCN1S(=O)(=O)c1ccc(Br)cc1 (stereo unspecified)	-2	-0.4	-0.9	-3	-0.7	2.2	-3	-2.2	0.2	0.1	-1
COc1ccccc1NS(=O)(=O)c1cc(C(=O)N2CCN(C(=O)c3ccco3)CC2)ccc1F	0	-1.8	-0.5	-6	-0.8	0.7	-2	-0.6	0.1	-0.5	0
CC(C)c1nnc(NC(=O)CCC(=O)N2CCN(c3cccc(Cl)c3)CC2)s1	0	-2.0	-0.9	3	-0.3	0.6	2	-1.6	0.5	0.5	-1
Cc1cccc(NC(=O)CNC(=O)c2ccc3nc[nH]c3c2)c1C	3	-1.3	-0.5	8	1.2	1.4	-2	-1.7	0.7	-0.1	-3
O=C(COC(=O)C1=NN(c2ccccc2)C(=O)CC1)Nc1nc(-c2ccc(F)cc2)cs1	21	1.9	-0.1	-5	2.6	-0.2	-4	6.2	0.4	0.7	-3
O=C(NC1CCCC1)C(C1CC1)n1c(-c2cc3ccccc3[nH]2)nc2ccccc21 (stereo unspecified)	-7	5.6	1.0*	-5	2.7	x	-5	22*	x	0.0	3
CC(=O)N(C)c1ccc(NC(=O)N2CCOCC2)cc1	3	0.1	-0.9	10	0.2	-1.6	0	1.8	1.4	-0.1	-2
CN(C(=O)c1ccc2c(c1)OCCO2)c1c(N)n(Cc2ccccc2)c(=O)[nH]c1=O	5	-0.1	-0.3	5	0.6	0.1	1	0.0	1.0	-0.1	3
CC(C)(CC(=O)c1ccccc1)CC(=O)c1ccccc1	-5	-0.7	-1.1	-4	-1.6	0.8	-2	-2.1	1.3	0.6	-1
CCn1c(=O)c(=O)[nH]c2cc(C(=O)NCc3ccc(F)cc3)ccc21	0	-2.6	-1.2	-1	-0.3	0.7	-9	0.7	3.2	-0.7	1
CC1CCCCC1NC(=O)CCn1c(=O)oc2ccccc21 (stereo unspecified)	1	-1.8	-1.9	14	0.7	-1.7	-3	-0.3	0.5	0.4	-3
Cc1cccc(OCC(=O)Nc2ccccc2N2CCCCC2)c1C	2	0.5	-1.5	9	-0.4	-3.7	0	0.8	0.5	0.6	-1
CC(Sc1ccc2c(c1)OCCO2)C(=O)Nc1ccc2c(c1)OCO2 (stereo unspecified)	1	-1.8	-0.9	-3	-0.8	0.2	2	-1.3	-1.0	0.0	-7
COc1cc(C(=S)N2CCOCC2)cc(OC)c1O	-4	-0.9	-1.5	7	-0.1	-0.6	2	0.8	0.4	0.3	2
COc1ccc(NC(=O)C2CCCN(c3nn4c(=O)cc(C)nc4s3)C2)cc1 (stereo unspecified)	-2	-0.8	-0.7	6	-0.1	0.6	-8	5.5	0.2	0.1	-3
CCCCCCCCNC(=O)C1CSCCS(=O)(=O)N1Cc1ccc(OC)cc1 (stereo unspecified)	-1	2.6	-1.6	3	-0.2	x	5	-1.0	x	0.0	-1
O=C(NNC(=O)c1cccc2ccccc12)c1cccc(Cl)c1	-1	-1.3	-0.9	-15	-2.2	0.1	-1	0.7	-0.3	-0.2	-2
CCOC(=O)c1c(NC(=O)CSc2nnc(-c3c[nH]c4ccccc34)n2CCOC)sc2c1CCCC2	-11	2.5	-0.8	1	1.0	-1.3	-9	-5.3	0.2	0.9	-3
CCOC(=O)NC(=O)CSc1nnc(SCCC(=O)O)s1	2	-1.2	-0.7	-1	0.1	0.4	2	1.8	-0.6	-0.2	-1
CCOc1ccc(-c2cc(N)n(S(=O)(=O)c3cccc4nsnc34)n2)cc1	-7	0.0	-1.0	-6	-0.2	0.5	-5	3.9	-2.0	0.0	-2
Cc1cc(C)c(S(=O)(=O)N2CCN(C(=O)CN3C(=O)NC4(CCCC4)C3=O)CC2)c(C)c1	-1	1.7	-1.0	-1	1.2	-0.1	-6	-2.5	0.1	0.1	-5
Cc1ccc(NC(=O)COC(=O)Cn2cnc3c2c(=O)n(C)c(=O)n3C)c(Cl)c1	-2	0.6	-1.0	0	0.4	-1.5	-6	1.2	0.0	0.3	-3
O=S(=O)(c1ccccc1)c1nc(-c2ccco2)oc1N1CCCCCC1	-4	-1.9	-1.6	-5	-0.7	2.8	-10	0.7	-0.8	0.1	0
CN1CCc2c(sc(NC(=O)C3CCCN3S(=O)(=O)c3ccc(Cl)s3)c2C(N)=O)C1 (stereo unspecified)	-2	1.7	-1.2	-29	1.0	0.2	-5	1.6	0.7	0.7	-3
O=C(NNC(=O)c1ccc(Br)s1)c1cccc(S(=O)(=O)N2CCCC2)c1	1	0.0	-1.4	-17	-1.5	-1.6	5	-1.2	-0.8	-0.1	-2
Cc1nc(C)c(CC(=O)N2CCc3c([nH]c4ccccc34)C2c2ccccn2)s1 (stereo unspecified)	0	-0.2	-0.5	-3	-0.4	0.1	-2	2.3	-0.5	2.0	0
CN(C(=O)COC(=O)C1c2ccccc2Oc2ccccc21)C1CCS(=O)(=O)C1 (stereo unspecified)	3	-0.8	-0.8	-4	0.0	0.9	2	1.0	-0.4	-1.6	0
Nc1nc(Cl)cc(NCCc2ccc(O)cc2)n1	-1	-2.2	-2.1	-5	-0.3	0.8	-4	-1.4	-2.1	0.6	2
CC12CCC(C(=O)N(c3nccs3)C1=O)C2(C)C (stereo unspecified)	2	0.2	-1.5	10	-0.8	0.4	4	-0.8	1.1	-0.1	-3
COc1ccc2c(C)cc(=O)sc2c1	-1	-0.7	-1.2	-7	-1.4	0.9	-5	-2.6	2.4	-0.3	3
CCC1=NN=C(c2ccc(F)cc2)C(c2c[nH]c3ccccc23)N1O (stereo unspecified)	-4	4.5	0.9*	-10	-0.6	-0.4	2	5.4	-0.1	-0.6	2
O=C1NCCc2cc3c(cc21)OCO3	3	-1.4	-0.7	0	0.0	0.9	1	3.3	-1.2	-0.1	-2
CC1=Nc2ccccc2N=C(NC(=O)CN2CCN(c3ccccc3)CC2)C1c1ccccc1 (stereo unspecified)	0	-0.6	-1.2	2	0.2	0.7	-3	-0.9	-0.1	-0.6	2

7 entries from above, arranged by heavy-atom count, low to high:
SMILES	GC-A act	hcDAF12 agonist	ssDAF12 agonist	HGIII-sPLA2 inh	DAX1 inh-1	FXN GAA850 act	GC-B act	hgDAF-12 ag	DAX1 inh-2	proKLK7 act	SMARCA2 activ
O=C1NCCc2cc3c(cc21)OCO3	3	-1.4	-0.7	0	0.0	0.9	1	3.3	-1.2	-0.1	-2
Nc1nc(Cl)cc(NCCc2ccc(O)cc2)n1	-1	-2.2	-2.1	-5	-0.3	0.8	-4	-1.4	-2.1	0.6	2
CCC1=NN=C(c2ccc(F)cc2)C(c2c[nH]c3ccccc23)N1O (stereo unspecified)	-4	4.5	0.9*	-10	-0.6	-0.4	2	5.4	-0.1	-0.6	2
O=C(NNC(=O)c1ccc(Br)s1)c1cccc(S(=O)(=O)N2CCCC2)c1	1	0.0	-1.4	-17	-1.5	-1.6	5	-1.2	-0.8	-0.1	-2
CN(C(=O)COC(=O)C1c2ccccc2Oc2ccccc21)C1CCS(=O)(=O)C1 (stereo unspecified)	3	-0.8	-0.8	-4	0.0	0.9	2	1.0	-0.4	-1.6	0
CN1CCc2c(sc(NC(=O)C3CCCN3S(=O)(=O)c3ccc(Cl)s3)c2C(N)=O)C1 (stereo unspecified)	-2	1.7	-1.2	-29	1.0	0.2	-5	1.6	0.7	0.7	-3
CC1=Nc2ccccc2N=C(NC(=O)CN2CCN(c3ccccc3)CC2)C1c1ccccc1 (stereo unspecified)	0	-0.6	-1.2	2	0.2	0.7	-3	-0.9	-0.1	-0.6	2

Remaining list, next part
SMILES	GC-A act	hcDAF12 agonist	ssDAF12 agonist	HGIII-sPLA2 inh	DAX1 inh-1	FXN GAA850 act	GC-B act	hgDAF-12 ag	DAX1 inh-2	proKLK7 act	SMARCA2 activ
Cc1ccc(NC(=O)CN2C(=O)c3ccccc3S2(=O)=O)cc1C	2	-1.7	-1.1	-5	-0.3	-0.9	-1	-0.1	-2.6	0.3	-2
O=C(CCC(=O)Nc1ccc(Cl)cc1Cl)NNC(=O)Nc1ccccc1	0	0.0	-0.7	1	0.0	0.2	-4	0.5	2.1	0.0	-1
CC(C)c1ccc2[nH]c(O)c(N=NC(=S)NCCc3ccccc3)c2c1	1	-0.1	-1.5	10	-0.6	1.8	5	-1.6	1.5	0.1	-2
CC1CN=C(Nc2cccc(S(=O)(=O)N(C)C)c2)S1 (stereo unspecified)	4	0.5	-1.2	2	0.2	0.2	5	-0.2	-1.1	-0.4	0
Cc1ccc(-c2[nH]c3cc(C(=O)NCCCn4ccnc4)ccc3c(=O)c2O)cc1	18	-0.8	-0.7	-3	-0.2	0.1	0	-0.8	0.9	-52	0
CCc1nc(SCC(=O)c2c[nH]c3ccccc23)n[nH]1	0	3.1	0.0	1	-0.2	-0.5	-4	1.9	0.5	0.8	2
COc1ccc(Nc2ccnc3ccccc23)cc1	8	-1.6	-1.6	-8	-0.4	-5.1	-6	3.4	0.0	0.1	-1
Cc1cc(C)c2c(c1)CC(C)(C)CC2=O	2	-1.0	-1.0	-1	0.0	0.9	-1	2.0	0.3	-0.2	2
COc1cc2oc(=O)cc(CN3CCN(c4ccccc4OC)CC3)c2cc1Cl	7	2.6	-0.7	-6	-0.7	x	-3	-2.9	x	0.4	0
CC1(C(=O)NCC(F)(F)F)CCN1C(=O)C1(c2ccccc2)CC1 (stereo unspecified)	1	1.8	-1.3	-6	0.5	-0.2	-2	-1.5	x	0.6	-1
Cc1ccc(CSc2nnc(-c3ccccc3)n2Cc2ccco2)cc1	-27	-2.4	-2.0	-7	-1.9	x	-23	-3.1	x	-0.3	-4
O=C(O)c1cccc(Oc2ccccc2[N+](=O)[O-])c1	-3	0.0	-0.4	8	-0.4	0.2	-2	-0.8	0.8	-0.3	12*
